TSHR antagonist – Antagonists of the Thyroid Stimulating Hormone Receptor: HTS campaign. TSHR-expressing cells, TSH-stimulated cAMP HTRF, 2 h; active compounds read low. activity change, negative = inhibition, % at 11.5 µM. 330,000 compounds, 0.2% hits. AID 504810, 2011;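 active means activity change below a set negative limit, meaning inhibition stronger than a set level, cut at about -70% in these data; inconclusive means activity change between two set negative limits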; further: on the % scale 0 is the no-effect control and ±100 the full control effect
Target sequence (P16473 whole entry, looked up): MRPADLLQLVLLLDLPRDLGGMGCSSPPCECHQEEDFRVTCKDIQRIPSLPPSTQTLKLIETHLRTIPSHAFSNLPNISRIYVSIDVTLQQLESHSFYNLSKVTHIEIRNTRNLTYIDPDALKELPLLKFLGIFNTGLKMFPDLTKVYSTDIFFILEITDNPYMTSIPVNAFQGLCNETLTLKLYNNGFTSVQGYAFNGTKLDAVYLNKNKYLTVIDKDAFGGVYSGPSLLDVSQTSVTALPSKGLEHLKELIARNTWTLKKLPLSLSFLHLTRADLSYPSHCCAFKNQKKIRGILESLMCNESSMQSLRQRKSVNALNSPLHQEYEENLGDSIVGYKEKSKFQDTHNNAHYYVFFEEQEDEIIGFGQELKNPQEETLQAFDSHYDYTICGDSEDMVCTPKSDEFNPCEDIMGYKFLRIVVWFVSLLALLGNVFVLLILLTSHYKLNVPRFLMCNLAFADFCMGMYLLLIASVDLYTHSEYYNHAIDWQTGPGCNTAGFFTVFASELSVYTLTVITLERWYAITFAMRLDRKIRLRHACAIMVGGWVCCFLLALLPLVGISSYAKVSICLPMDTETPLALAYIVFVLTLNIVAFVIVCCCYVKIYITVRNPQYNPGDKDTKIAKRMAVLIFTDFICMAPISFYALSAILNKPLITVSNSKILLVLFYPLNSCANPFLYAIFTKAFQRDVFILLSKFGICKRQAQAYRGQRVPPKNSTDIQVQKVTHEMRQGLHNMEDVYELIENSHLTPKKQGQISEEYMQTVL
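Cell-based HTRF cAMP assay; TSHR cells + compound, TSH EC80 (4nM final), 2 h, 37 deg C. Lysis with anti-cAMP cryptate and cAMP-d2, 30 min RT, read 665/620 nm.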
Giardia killer – Small Molecules that selectively kill Giardia lamblia: qHTS; Giardia lamblia trophozoite viability; activity change, % at 7.66 µM, hits read low; 340,000 compounds, 0.15% hits; in the data active means activity change below about -80%; inconclusive means between about -30% and that limit;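 further: parasites exposed to compound for two days anaerobically before the ATP read; on the % scale 0 is the no-effect control and ±100 the full control effect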
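Anaerobic 48 hrs incubation at 37 deg C of 100 trophozoites/well with test compounds; ATPLite 1-Step luminescence, 15-30 min RT, reports cellular ATP as viability.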
A-T KAP1 phos – qHTS Assay for Identifying a Potential Treatment of Ataxia-Telangiectasia; […] A-T fibroblasts, KAP-1 phosphorylation AlphaLISA; neocarzinostatin DNA damage 30 min before lysis; 320,000 compounds, 0.19% hits; Potency, µM (top dose mostly 57.5 µM), inactives show at the highest dose activation, actives largely listed as activators; AID 485349, 2010; further: potency means the concentration at half of the fitted maximal effect; % of control where 0% means no effect; nearly all actives have a fitted effect of over 45% in size
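ATM-like activity read as KAP-1 phosphorylation via AlphaLISA donor/acceptor antibody pairs after lysis and 6 hr at 25C. Cells were ATM-null patient fibroblasts ([…], hTERT), dosed 60 min, then exposed to the DSB inducer NCS for 30 min.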
MLL CXXC-DNA inh – qHTS Fluorescence Polarization Assay for Inhibitors of MLL CXXC domain - DNA interaction | MLL-CXXC / FITC-HOXA9 DNA fluorescence polarization | 290,000 compounds, 0.037% hits | Histone-lysine N-methyltransferase 2A (Homo sapiens), Q03164 | Potency, µM (titrated, usually from 115 µM), inactives show at the top dose activity change, negative = inhibition, hits mostly inhibitors | AID 2662, 2010; active means well fitted inhibition curve with a large enough effect in the polarisation, with a control signal flat, not every such curve was filed as active; inconclusive means small, poorly fitted or top-dose-only effect, or effect the other way, or a change in a side signal; inactive means no such curve, though single readings can be large or run the other way; the % refers to the polarisation; further: potency means the concentration at half of the fitted maximal effect
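Purified MLL-CXXC (added from a 7 uM solution) was preincubated 5 min at ambient with pinned compounds in 50 mM Tris-HCl pH 7.5, 50 mM NaCl, 1 mM DTT, 0.05% BSA. Fluorescein-labeled HOX-A9 DNA (50 nM solution) followed, 30 min, then polarization read.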
GALK inhibitor – qHTS Assay for Inhibitors of Human Galactokinase (GALK); Potency, µM (doses to about 57.5 µM), without a hit: at the highest dose activity change, negative = inhibition, usual class: inhibitors; 270,000 compounds, 0.007% hits; Purified GALK, Kinase-Glo residual ATP luminescence; further: potency means the concentration at half of the fitted maximal effect; on the % scale 0 is the no-effect control and ±100 the full control effect
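Kinase-Glo Plus luminescence measured ATP left after a 1 h room-temperature reaction. The reaction used 5 nM GALK, 100 uM galactose and 35 uM ATP at pH 8.0 (20 mM HEPES, 5 mM MgCl2, 60 mM NaCl, 1 mM DTT, 0.01% BSA).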
KCNH2 WT inh – qHTS for Inhibitors of KCHN2 3.1: Wildtype qHTS; AID 720551, 2013; 340,000 compounds, 0.37% hits; U2OS, BacMam KCNH2, thallium flux FluxOr; active compounds read low; activity change, % at 1.84 µM;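 active means maximum activity change below -70%; inconclusive means maximum activity change between -70% and -50%; inactive means maximum activity change above -50%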; further: on the % scale 0 is the no-effect control and ±100 the full control effect
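U2OS cells transduced with wild-type KCNH2 virus are loaded with FluxOr dye for 45 min, and thallium flux is measured in kinetic reads before and after stimulation buffer. Rate constants are normalized to DMSO controls.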
Coupling enz – qHTS Assay for Inhibitors of Fructose-1,6-bisphosphate Aldolase from Giardia Lamblia: Coupling assay counterscreen; 290,000 compounds, 0.67% hits; coupling enzyme system counterscreen, AmpLite Red fluorescence; activity change, negative = inhibition, % at 58.2 µM, hits read low; in the data active means activity change below about -30%; further: on the % scale 0 is the no-effect control and ±100 the full control effect
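Fluorescence at 525 nm excitation and 598 nm emission measured inhibition of the coupled detection system without aldolase. Compounds (at 57.5 uM final) were preincubated 10 min at room temperature with coupling enzyme reagent before a 20 min substrate/AmpLite Red step.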
TCR act – Activators of T cell receptors: qHTS campaign; primary human leukocytes, anti-CD3, IL-2 HTRF, 48 h; Potency, µM (highest dose often 9.22 µM), inactives show top-dose activation of IL-2 secretion, most hits filed as activators; 330,000 tested, under 10 active; further: % of control where 0% means no effect
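HTRF read-out of IL-2 secretion: europium cryptate donor excited at 320nm, d2 acceptor emission at 665nm. Cells were primary human leukocytes incubated 48 hr with compounds and a-CD3 beads, supplying TCR signal only.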
BCR signal inh – qHTS Assay to Find Inhibitors of Chronic Active B-Cell Receptor Signaling | ABC-DLBCL IkBa-CBG/CBR reporter, luminescence ratio, 4 h | Potency, µM (doses to about 46.1 µM), without a hit: at the top dose ratio change, negative = lower green/red ratio, hits mostly inhibitors | 340,000 compounds, 0.05% hits | AID 493014, 2011; active means well fitted inhibition curve with a large enough effect in the signal ratio, with a control signal flat, not every such curve was filed as active; inconclusive means small, poorly fitted or top-dose-only effect, or effect the other way, or a change in a side signal; the % refers to the signal ratio;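 further: potency means the concentration at half of the fitted maximal effect; plate controls were basal doxycycline-induced cells for no effect and cells given 10 µM MG132 for full effect; MG132 reads +100%, hits lower the ratio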
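TMD8 human ABC-DLBCL cells with doxycycline-inducible IκBα–green luciferase fusion and unfused red luciferase, in 0.5% FBS medium; compounds up to 46 uM, 4 h at 37C. Green/red luminescence ratio, filter-overlap corrected, fitted to concentration-response curves.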
Tb PFK inh – qHTS Assay to Find Inhibitors of T. brucei phosphofructokinase; T. brucei PFK, ADP-Glo luminescence; Potency, µM (titrated, usually from 57.5 µM), for inactives: top-dose activity, negative = inhibition, hits mostly inhibitors; 330,000 compounds, 0.17% hits;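 further: potency means the concentration at half of the fitted maximal effect; 0% = uninhibited 1x PFK enzyme wells and -100% = no-enzyme wells; nearly all actives have a fitted effect of over 60% in size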
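ADP-Glo luminescence quantified ADP after 45 min at room temperature, with 1.25 nM T. brucei PFK, 0.1 mM ATP and 0.5 mM fructose-6-phosphate in pH 8.0 TEA buffer. qHTS titrations up to 57 µM; curves classified by quality.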
* hit, by the source's call; ? = inconclusive; / = not tested or not shown; & = joins results of further samples; [ ] = another dose, or the depositor's remark. Unless noted, the call rests on the fitted dose curve; in most records, active means well fitted curve in the direction sought with a large enough effect; inconclusive means small, poorly fitted or top-dose-only effect, or another doubt; inactive means no such curve, though single readings can be large; an effect the other way counts as inactive or inconclusive.

SMILES | TSHR antagonist | Giardia killer | A-T KAP1 phos | MLL CXXC-DNA inh | GALK inhibitor | KCNH2 WT inh | Coupling enz | TCR act | BCR signal inh | Tb PFK inh
N#C/C(=C\c1ccc(-c2ccc(S(=O)(=O)N3CCOCC3)cc2)o1)C(=O)NC1CC1 | -11 | 6 | -2% | 5% | 2% | -1 | 4 | 2%[46.1 µM] | 4% | 2%
Cc1ccc(C(=O)OCC(=O)Nc2ccc(C(N)=O)cc2)s1 | -1 | -12 | 4% | / | / | 11 | / | 10% | -6% | -6%
COC(=O)Cc1nc2ccccc2[nH]1 | -12 | -1 | 7% | 17% | 0% | -8 | 2 | -2% | ? | -2%
Cc1noc(C)c1C(=O)NCCC1=CCCCC1 | -1 | ? | 4% | 11% | 0% | -28 | 2 | 1% | ? | 5%
CCCCCCS(=O)[C@H]1CS(=O)(=O)C[C@@H]1S(=O)CCCCCC (stereo not given in full) | -4 | 2 | 6% | 0% | 4% | 43 | 5 | -9% | 0% | 5%
O=C(CN1CCCCC1)Nc1ccccc1Oc1ccccc1 | 0 | -24 | 6% | -1% | 4% | 5 | 0 | 1% | ? | -14%
CCOC(=O)c1c(C)n(-c2ccccc2)c2ccc(O)c(CN(C)C)c12 | 4 | 27 | 2% | 5% | -2% | 4 | 0 | -4% | ? | -5%
COC(=O)c1ccc(C(=O)Nc2cc(Cl)ccc2Cl)cc1NC(=O)c1ccccc1C | -8 | 26 | -5% | 13% | 0% | -2 | 2 | -24% | 6% | 0%
O=C(COC(=O)c1ccc(F)c(S(=O)(=O)N2CCOCC2)c1)c1ccccc1 | -16 | 22 | 7% | / | / | 5 | / | 3% | 0% | 0%
CN(CC(=O)Nc1cccc(F)c1)C(=O)CC1CC2CCC1C2 (stereo not given) | -8 | 13 | 5% | 10% | -3% | -8 | / | 3% | 5% | -7%
O=C(CN1CCC(n2nnc3cc(F)ccc32)CC1)NCCc1ccccc1 | -11 | -2 | 4% | -11% | -1% | 6 | -1 | 1%[46.1 µM] | 12% | 0%
CCCCCOC(=O)c1ccccc1C(=O)O | 3 | -4 | 4% | 1% | 2% | -1 | 5 | -14% | 5% | 0%
CCn1c(C)nc2cc(C(=O)NNC(=O)c3ccc(Cl)nc3)ccc21 | -1 | -14 | 0% | -5% | -1% | -4 | 2 | 6% | 3% | 0%
COC(=O)c1cccnc1-n1c(=O)c2cccnc2n(Cc2cccc([N+](=O)[O-])c2)c1=O | -6 | 0 | 0% | 2% | 0% | -8 | 0 | -4% | -14% | -6%
O=C(/C(=N/N=C/c1ccc(O)c(O)c1O)c1ccccc1)c1ccccc1 | 0 | -2 | / | 7% | 0% | -7 | -40* | -3%[46.1 µM] | 5% | 0%
O=C(CCC(=O)Nc1nnc(C2CCCCC2)s1)NCc1cccs1 | 9 | 17 | 7% | 1% | 0% | -28 | 1 | -2% | ? | 2%
CCCOc1ccc(-c2cc(C(F)(F)F)c(C#N)c(SCC(=O)O)n2)cc1 | -27 | -13 | -1% | 3% | 2% | 2 | 8 | -11% | 6% | -3%
CC(=O)n1nc(-c2cccnc2)nc1N | 7 | -7 | / | 18% | -1% | -1 | 2 | 0% | -1% | -2%
O=C(Cc1ccc(F)cc1)c1ccc(O)cc1O | -8 | -4 | / | -2% | 2% | -5 | 6 | 2% | ? | 1%
O=C(C1CCN(S(=O)(=O)c2ccc(F)cc2)CC1)N1CC=C(c2ccccc2)CC1 | -25 | 16 | 6% | -4% | -3% | 13 | -7 | -3% | -3% | 2%
CCC(=O)N(Cc1cc2cc(OC)ccc2[nH]c1=O)c1ccccc1C | 9 | 21 | -1% | 1% | -1% | 5 | 4 | -2% | 0% | 0%
Cc1onc(-c2ccccc2Cl)c1C(=O)Nc1ncn[nH]1 | -3 | -1 | 5% | -2% | -2% | -1 | 3 | -5%[46.1 µM] | -9% | 0%
O=C(CCS(=O)(=O)Cc1ccc(Cl)cc1)NCCCN1CCOCC1 | 7 | -1 | -4% | 2% | -2% | -32 | 1 | 4% | ? | 1%
NS(=O)(=O)c1ccc(NC(=O)COC(=O)c2cn(-c3ccccc3)nc2-c2ccccc2)cc1 | -5 | -5 | 14% | 9% | 4% | 0 | 2 | -3% | ? | -7%
COc1cccc(-c2nc(C(=O)NCC3CCCO3)cc3c2[nH]c2ccccc23)c1 (stereo not given) | -6 | -14 | -2% | 1% | / | 1 | -5 | 12% | ? | 1%

2 of the compounds above, tab-delimited.
Structure	TSHR antagonist	Giardia killer	A-T KAP1 phos	MLL CXXC-DNA inh	GALK inhibitor	KCNH2 WT inh	Coupling enz	TCR act	BCR signal inh	Tb PFK inh
O=C(/C(=N/N=C/c1ccc(O)c(O)c1O)c1ccccc1)c1ccccc1	0	-2	/	7%	0%	-7	-40*	-3%[46.1 µM]	5%	0%
O=C(Cc1ccc(F)cc1)c1ccc(O)cc1O	-8	-4	/	-2%	2%	-5	6	2%	?	1%

Next section
SMILES | TSHR antagonist | Giardia killer | A-T KAP1 phos | MLL CXXC-DNA inh | GALK inhibitor | KCNH2 WT inh | Coupling enz | TCR act | BCR signal inh | Tb PFK inh
OCCNc1nc2ccc(Cl)cc2[nH]1 | 11 | -5 | 0% | -5% | -1% | 1 | 0 | 6% | 11% | -1%
CNC(=O)NC(=O)C(c1ccccc1)N(C)CC1COc2ccccc2O1 (stereo not given) | -9 | 10 | 3% | -5% | 15% | -2 | 1 | 3% | -1% | 1%
Cc1cc(C)n(CC(O)COc2ccc(C(C)(C)C)cc2)n1 (stereo not given) | 2 | -1 | 2% | 13% | 6% | 32 | / | 1% | 1% | -8%
CN(CC(=O)Nc1cccc(F)c1)C(=O)CCCNC(=O)c1ccc(Cl)cc1 | 7 | 27 | 4% | / | / | -1 | / | -2% | -11% | -7%
CCOC(=O)C1(CCOc2ccccc2)CCN(C(=O)c2ccc(-n3cccn3)cc2)CC1 | -10 | 20 | 0% | 1% | 0% | ? | -8 | -2% | -11% | -8%
COCCn1cc(C(=O)N2CCC(C)CC2)c2c3ccccc3n(C)c2c1=O | -4 | 5 | -1% | 2% | -1% | 11 | -2 | 2% | 0% | -2%
COc1ccc(-n2cc(CNCCCn3ccnc3)c(-c3cccc(F)c3)n2)cc1 | 9 | 23 | -4%[11.5 µM] | -11% | 3% | 20 | 5 | 8% | ? | 0%
COc1ccc2c(c1)C(=O)[C@H](O)[C@@H](c1ccc(OC)c(Br)c1)O2 | -16 | 7 | 1% | 1% | / | -3 | 3&-1 | -5% | ? | -7%
O=C(Nc1ccncc1)Nc1ccncc1 | -11 | -13 | 2% | -11% | 0% | 5 | -2 | -13% | ? | 2%
COc1cc(NC(=O)CSc2ccccc2)c(C(=O)O)cc1OC | -1 | 1 | 0% | 7% | -2% | -2 | 1 | -7%[46.1 µM] | ? | -1%
CCc1cc(=O)oc2cc(O[C@@H]3O[C@H](CO)[C@@H](O)[C@H](O)[C@H]3O)c(Cl)cc12 | -5 | 25 | -2% | 9% | -3% | 7 | 0 | -4% | -1% | 3%
Cc1ccc(OCC(=O)Nc2ccc(N3CCN(S(C)(=O)=O)CC3)cc2)cc1 | 4 | -3 | -9% | -3% | 7% | -13 | -1 | -2% | 2% | -12%
O=C(NCc1ccccc1)C(=O)NCC1OCCN1S(=O)(=O)c1ccc(Br)cc1 (stereo not given) | -7 | -8 | 2% | -4% | -3% | -28 | / | -2% | -10% | -3%
CCCCn1c(SCC(=O)Nc2ccc3c(c2)CCC3)nc2ccccc2c1=O | 18 | 2 | / | 3% | 0% | -2 | 10 | 3%[46.1 µM] | 0% | 1%
O/N=C/C1=C(Cl)c2ccccc2CC1 | -7 | 5 | -3% | 6% | 0% | 2 | 0 | -1% | ? | -12%
Cn1cc(C(CO)Cc2ccccc2)c2ccccc21 (stereo not given) | 23 | 17 | 6% | / | / | 1 | / | 4% | 4% | -2%
O=C(Nc1ccc(Cl)c(Cl)c1)c1ccc(Cn2c(=O)[nH]c3ccsc3c2=O)cc1 | -8 | -9 | 12% | 14% | / | 2 | 2 | 0% | 0% | 0%
CCCNC(=O)c1c(O)c2c([nH]c1=O)CCCC2 | 5 | 4 | -1% | 0% | 1% | 5 | -6 | 11% | -15% | -1%
Cc1ccc(NC(=O)/C(=C/c2cccs2)NC(=O)c2ccco2)cc1 | 0 | 6 | 2% | 13% | 0% | -8 | -1 | -10%[46.1 µM] | -1% | 1%

Screening results (PubChem)

No enrichment for hits; any-hit rate near 1.6%.
